High-throughput results (PubChem)
RECQ1 helicase – qHTS Assay for Inhibitors of RecQ-Like Dna Helicase 1 (RECQ1); ATP-dependent DNA helicase Q1 (Homo sapiens), P46063; RECQ1 DNA unwinding, red fluorescence kinetic read; Potency, µM (doses to about 57.3 µM), for the others: at the highest dose activity, negative = inhibition, most hits filed as inhibitors; 0.54% of 240,000 active;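 further: plate controls were vehicle for no effect and no enzyme for full effect; nearly all actives have a fitted effect of over 30% in size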
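50 nM RECQ1T1 preincubated 15 min with compound in Tris pH 8.0 buffer with MgCl2, DTT, Tween-20 and 2.5 ug/ml poly(dI-dC); started with 200 nM TAMRA/BHQ-2 forked duplex and 2 mM ATP. Unwinding read as fluorescence (525/598 nm), two reads 2 h apart.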
TRb-SRC2 inh – qHTS for Inhibitors of the Interaction of Thyroid Hormone Receptor and Steroid Receptor Coregulator 2; Thyroid hormone receptor beta (Homo sapiens), P10828; 0.065% of 280,000 active; TRbeta-SRC2 peptide binding, fluorescence polarization; receptor liganded with 1 µM T3; Potency, µM (doses to about 106 µM), for inactives: top-dose activity change, negative = inhibition, actives largely listed as inhibitors;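 further: plate controls were bound peptide for no effect and peptide without receptor for full effect; nearly all actives have a fitted effect of over 50% in size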
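Human TRb LBD (0.6 uM) plus Texas Red-labeled SRC2 peptide (20 nM), 1uM T3, 5% DMSO, 5 hr at ambient temperature. Decreased polarization (555/632 nm) flags inhibition; data normalized to free and bound peptide controls.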
Tau ThT inhib – qHTS for Inhibitors of Tau Fibril Formation, Thioflavin T Binding; Microtubule-associated protein tau (Homo sapiens), P10636; recombinant tau K18 P301L, heparin-induced fibrillization, ThT fluorescence; Potency, µM (highest dose often 57.4 µM), for inactives: at the top dose activity, negative = inhibition, most hits filed as inhibitors; 2.1% of 270,000 active; further: on the % scale 0 is the no-effect control and ±100 the full control effect; nearly all actives have a fitted effect of over 55% in size
Target sequence (P10636 561-689 P618L limits assumed): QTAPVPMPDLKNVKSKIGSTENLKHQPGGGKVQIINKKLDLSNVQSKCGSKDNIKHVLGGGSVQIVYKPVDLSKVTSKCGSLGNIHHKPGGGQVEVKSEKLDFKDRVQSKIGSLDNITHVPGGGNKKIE
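Heparin-induced (20 uM) aggregation of recombinant human K18 P301L tau, 15 uM unlabeled with 0.24 uM labeled, pH 7 acetate buffer, 6 hr at 37 C with compound. Fibrils quantified by 30 uM ThT fluorescence after 1 hr ambient incubation.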
Tau fluor cs – Counterscreen qHTS for Inhibitors of Tau Fibril Formation, Fluorescence Polarization; Potency, µM (series often up to 57.7 µM), for the others: top-dose activity change, negative = decrease; AID 1463, 2008; 0.93% of 280,000 active; tau K18 P301L (four-repeat tau fragment) Alexa594 fluorescence, heparin fibrillization; further: on the % scale 0 is the no-effect control and ±100 the full control effect; nearly all actives have a fitted effect of over 55% in size
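Human K18 P301L tau (15 uM unlabeled plus 0.24 uM Alexa 594-labeled, final) in 100 mM sodium acetate pH 7 was mixed with compound and 20 uM heparin and incubated 6 hr at 37 C.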
TexasRed fluor – Total Fluorescence Counterscreen for Inhibitors of the Interaction of Thyroid Hormone Receptor and Steroid Receptor Coregulator 2 | Potency, µM (series often up to 106 µM), without a hit: at the highest dose fluorescence change, negative = quenching | AID 1479, 2009 | 0.29% of 280,000 active | TRb/SRC2 Texas Red total fluorescence interference; active means well fitted curve in either direction with a large enough effect; inconclusive means small, poorly fitted or top-dose-only effect; further: on the % scale 0 is the no-effect control and ±100 the full control effect
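Human TRβ ligand-binding domain (0.6 uM) and Texas Red SRC2 peptide (20 nM) in Tris buffer with 1 uM T3 and 5% DMSO were incubated with pinned compound for 5 hr at ambient temperature. Total fluorescence was computed as S + 2P (555/632 nm).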
Tau FP inhib – qHTS for Inhibitors of Tau Fibril Formation, Fluorescence Polarization; 0.39% of 280,000 active; Microtubule-associated protein tau (Homo sapiens), P10636; K18 P301L tau heparin fibrillization, Alexa594 FP, 6 h; Potency, µM (doses to about 57.7 µM), inactives show at the top dose activity, negative = inhibition, hits mostly inhibitors; further: on the % scale 0 is the no-effect control and ±100 the full control effect; nearly all actives have a fitted effect of over 55% in size
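K18 P301L tau (15 uM unlabeled/0.24 uM Alexa 594-labeled, final) + compound + heparin 20 uM final; 100 mM NaOAc pH 7; 6 hr 37 C; ThT 30 uM final added, 1 hr RT; FP ex 555/em 632 nm.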
HTT cytoprotect – qHTS Multiplex Assay to Identify Dual Action Probes in a Cell Model of Huntington: Cytoprotection (ATP) | PC12 HTT-Q103 induced, cytoprotection, ATP luminescence, 40 h | Potency, µM (top dose mostly 56.4 µM), for inactives: cytoprotection (ATP increase), hits mostly activators | 0.14% of 230,000 active | AID 1471, 2008;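 further: % of control where 0% means no effect; nearly all actives have a fitted effect of over 45% in size; toxic huntingtin expression switched on by the ecdysone agonist tebufenozide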
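Rat PC12, Q103 Htt exon1-GFP fusion, ecdysone promoter; tebufenozide inducer 100 nM final; compound titration; qHTS, 1500 cells/well; ATPlite luminescent read.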
L3MBTL1 inh – qHTS Assay for the Inhibitors of L3MBTL1 | 0.66% of 230,000 active | Potency, µM (titrated, usually from 57.1 µM), for inactives: at the top dose activity, negative = inhibition, hits mostly inhibitors | Lethal(3)malignant brain tumor-like protein 1 (Homo sapiens), Q9Y468 | AID 485360, 2010 | AlphaScreen L3MBTL1–H3K9me1 peptide binding; further: on the % scale 0 is the no-effect control and ±100 the full control effect; nearly all actives have a fitted effect of over 60% in size
Target sequence (Q9Y468 whole entry, looked up): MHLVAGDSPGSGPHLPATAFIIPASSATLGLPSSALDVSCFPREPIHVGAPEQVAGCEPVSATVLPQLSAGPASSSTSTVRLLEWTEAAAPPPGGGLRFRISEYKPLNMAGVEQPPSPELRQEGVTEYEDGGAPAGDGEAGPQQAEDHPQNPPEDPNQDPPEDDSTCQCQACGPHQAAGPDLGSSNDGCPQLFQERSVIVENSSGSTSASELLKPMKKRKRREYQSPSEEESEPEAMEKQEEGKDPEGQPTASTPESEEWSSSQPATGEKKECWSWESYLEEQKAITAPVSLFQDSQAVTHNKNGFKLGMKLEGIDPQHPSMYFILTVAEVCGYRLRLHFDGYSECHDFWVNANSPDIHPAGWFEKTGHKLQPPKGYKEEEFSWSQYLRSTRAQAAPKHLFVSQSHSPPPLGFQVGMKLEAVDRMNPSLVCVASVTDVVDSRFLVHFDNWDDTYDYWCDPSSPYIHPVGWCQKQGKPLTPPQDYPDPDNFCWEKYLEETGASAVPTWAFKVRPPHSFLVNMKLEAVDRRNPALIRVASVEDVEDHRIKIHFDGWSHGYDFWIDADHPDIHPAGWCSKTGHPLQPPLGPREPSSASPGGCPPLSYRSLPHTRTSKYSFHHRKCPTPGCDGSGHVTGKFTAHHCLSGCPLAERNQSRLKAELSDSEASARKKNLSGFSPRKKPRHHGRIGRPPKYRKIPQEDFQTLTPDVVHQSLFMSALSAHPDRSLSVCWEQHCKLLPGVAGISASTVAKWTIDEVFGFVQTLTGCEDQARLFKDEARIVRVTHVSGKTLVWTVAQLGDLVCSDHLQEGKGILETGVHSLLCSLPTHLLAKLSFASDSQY
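First, the protein-peptide complex forms for 30 min at room temperature (L3MBTL1 50 nM, biotinylated H3K9me1 peptide 75 nM). Next, compounds are pin-transferred and incubated 30 min. Finally, AlphaScreen beads are added and read after 30 min.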
* hit, by the source's call; i = inactive; ? = inconclusive; . = not tested or not shown; & = joins results of further samples; [ ] = remark or other dose. Unless noted, the call rests on the fitted dose curve; in most records, active means well fitted curve in the direction sought with a large enough effect; inconclusive means small, poorly fitted or top-dose-only effect, or another doubt; inactive means no such curve, though single readings can be large; an effect the other way counts as inactive or inconclusive. Potency means the concentration at half of the fitted maximal effect.

SMILES | RECQ1 helicase | TRb-SRC2 inh | Tau ThT inhib | Tau fluor cs | TexasRed fluor | Tau FP inhib | HTT cytoprotect | L3MBTL1 inh
CN1CCN(C(=O)c2cc3cc(Cl)ccc3[nH]2)CC1 | -7% | 2% | . | . | -4% | . | . | -1%
O=c1c(S(=O)(=O)c2ccccc2)cn(Cc2ccc(F)cc2)c2cc(N3CCOCC3)c(F)cc12 | . | 0% | -4% | -9% | 10% | -5% | . | .
O=C(c1cn(-c2ccccc2)nc1-c1ccc(Cl)s1)N1CCOCC1 | -3% | -3% | 0% | -14% | -3% | 1% | 9%[10 µM] | 1%
COc1cccc(NC(=O)C2CCN(c3nnc(-n4c(C)ccc4C)s3)CC2)c1 | . | 4% | ? | ? | -3% | -16% | . | .
COc1ccc2oc(=O)c(C(=O)Oc3ccc(NC(C)=O)cc3)cc2c1 | -2% | -13% | ? | -21% | -5% | 3% | 1% | -3%
COC(=O)C1=COC(OC2OC(CO)C(O)C(O)C2O)C2C1C=CC2(O)CO (centres undefined) | -15% | 8% | -6% | -2% | -4% | -5% | 28%[10 µM] | .
Cc1ccc(/C=C(\C#N)C(=O)NCC2CCCO2)o1 (centres undefined) | i | -3% | -15% | -7% | -1% | -6% | -8%[10 µM] | -1%
Cc1ccc(NC(c2nnc(-c3ccccc3)o2)c2ccccc2F)c([N+](=O)[O-])c1 (centres undefined) | . | -21% | ? | -27% | 251µM*[quencher] | 0% | . | .
Nc1nc(NC(=O)C(Cl)(Cl)Cl)nn1-c1ccccc1 | 1% | -1% | -4% | 2% | 1% | -5% | 4%[10 µM] | 28µM*
Cc1cc(/C=C(\C#N)c2nc3ccccc3[nH]2)c(C)n1C | i | 4% | ? | -18% | -5% | 4% | -49%[inhibitor][10 µM] | -11%
COc1ccc(NC(=O)C2CCN(C(=O)Cc3ccccc3)CC2)c(OC)c1 | -5% | -3% | -16% | -10% | -1% | 4% | 5%[10 µM] | 4%
Cc1ccc(SCC(=O)NC(=O)NCc2ccccc2)c(C)c1 | i | 9% | -9% | -8% | -2% | 2% | 31%[10 µM] | 11%
CC1CCN(c2ncnc3c2nnn3C)CC1 | . | -3% | -5% | -5% | -1% | -3% | . | .
Cc1cccc(NC(=S)NNC(=O)c2ccccc2Br)c1 | -2% | 3% | -15% | -11% | -1% | 5% | . | 3%
Cc1cc(NC(=O)NC(=O)c2cccc(OC(F)(F)C(F)F)c2)n[nH]1 | 1% | -5% | -4% | -3% | 0% | -1% | -32% | 8%
CC(Sc1nc(N)c2c3c(sc2n1)CSC(C)(C)C3)C(=O)Nc1ccccc1 (centres undefined) | ? | -13% | -4% | -29% | -1% | -15% | -1%[10 µM] | -2%
Cc1cc(C)c([N+](=O)[O-])cc1NC(=O)CCS(=O)(=O)c1ccccc1 | 11% | 3% | -7% | -12% | 1% | -1% | 18%[10 µM] | -1%
COc1cccc(-c2cc(=O)c3ccccc3o2)c1N | -2%&6% | -4%&9%&1%&-1% | 16µM* | ? | -6%&-5%&-6%&-3% | 0%&4%&4%&0% | -161%[inhibitor] | .
Cn1c(=O)n(C)c2cc(N3CCOCC3)c(NC(=O)c3ccc(Cl)cc3)cc21 | . | -3% | -6% | -7% | 2% | 3% | . | .
Cn1cnnc1SCC(=O)Nc1sccc1C#N | 0% | -5% | -3% | 3% | 1% | 8% | 1% | .
COc1ccc(Cl)cc1NC(=O)CN(c1cccc(C)c1C)S(C)(=O)=O | . | 9% | 2% | -30% | -1% | -10% | . | .
COCCCNC(=O)CN(c1cc(Cl)cc(Cl)c1)S(C)(=O)=O | -7% | 1% | 9% | 4% | -8% | 8% | 11%[10 µM] | 5%
COC(=O)c1cn(Cc2ccccc2C)nn1 | -3% | -4% | -6% | -2% | -2% | -2% | . | 5%
Cc1ccc(-c2cc(C(=O)Nc3cccnc3)[nH]n2)c(O)c1C | -1% | 11% | ? | ? | -2% | -18% | -14%[10 µM] | -15%
Cc1cc(C(=O)Nc2nc3c(s2)CCCC3)no1 | -6% | 11% | -4% | 1% | 1% | 0% | -65%[inhibitor][10 µM] | .
COc1c2ccoc2c(OC[C@@H](O)C(C)(C)O)c2oc(=O)ccc12 | -2% | -6% | -8% | -8% | -2% | 5% | . | 3%
O=C(O)CCCCCNC(=O)CCn1cnc2ccccc2c1=O | -1% | 6% | -3% | -3% | -2% | -11% | 6% | 3%
Cc1nnc(SCSc2nnc(C)s2)s1 | -7% | -5% | -8% | -7% | -1% | 1% | 6% | 3%
CCc1nnc(NC(=O)c2cccc(OC)c2)s1 | 0% | 6% | -13% | -12% | -3% | -5% | 11%[10 µM] | ?
CCN(CC)CCNC(=O)Cn1c(-c2ccccn2)nc2ccccc21 | i | 5% | 0% | 1% | 4% | -3% | 7%[0.074 µM] | .

An excerpt from above, reduced to RECQ1 helicase and HTT cytoprotect:
SMILES	RECQ1 helicase	HTT cytoprotect
Cc1cc(C(=O)Nc2nc3c(s2)CCCC3)no1	-6%	-65%[inhibitor][10 µM]
COc1c2ccoc2c(OC[C@@H](O)C(C)(C)O)c2oc(=O)ccc12	-2%	.
O=C(O)CCCCCNC(=O)CCn1cnc2ccccc2c1=O	-1%	6%

Other results follow:
SMILES | RECQ1 helicase | TRb-SRC2 inh | Tau ThT inhib | Tau fluor cs | TexasRed fluor | Tau FP inhib | HTT cytoprotect | L3MBTL1 inh
Cc1cccc(NC(=O)c2ccc(CN3CC(=O)N4CCCCC4C3=O)cc2)c1C (centres undefined) | . | -5% | -7% | -3% | ? | ? | . | .
CN(CCc1ccccn1)C(=O)CN(C)S(=O)(=O)c1ccc2c(c1)c(=O)n(C)c(=O)n2C | -5% | -12% | -11% | -3% | 0% | -2% | 10% | 2%[11.4 µM]
O=C(CSc1nc(-c2ccc(F)cc2)nc2c1Cc1ccccc1O2)Nc1cccc(C(=O)O)c1 | ? | 6%&-8% | 0%&-6% | -2%&-12% | -2%&-3% | 7%&2% | -10%[10 µM] | ?
COc1ccc([N+](=O)[O-])cc1NC(=O)CSCc1ccccc1C | -13% | 6% | -6% | ? | 4% | -2% | 20%[10 µM] | -4%
Cc1ccc(C)c(NC(=O)CN2C(=O)c3cccc4cccc2c34)c1 | . | 3% | 0% | -2% | -4% | ? | . | .
Nn1c(SCC(=O)Nc2ccc(Oc3ccccc3)cc2)nnc1C1CC1 | i | -3% | -5% | -12% | -2% | -5% | 1%[10 µM] | -1%
O=C(NCC12CC3CC(CC(C3)C1)C2)c1cc2nc(-c3ccc(F)cc3)cc(C(F)(F)F)n2n1 | . | -9% | -13% | -15% | -1% | -4% | . | .
CC1Cc2cc(-c3csc(NC(=O)Cc4cccs4)n3)ccc2N1S(C)(=O)=O (centres undefined) | -14% | -6% | -20% | ? | -1% | -9% | -2%[10 µM] | 0%
COc1ccc(C(=O)Oc2cc(/C=N/NS(=O)(=O)c3ccccc3)ccc2OC)cc1 | -1% | 4% | -6% | ? | 2% | ? | -8% | .
CCOC(=O)c1ccc(-c2ccc(/C=N/NC(=O)c3cncc(Br)c3)o2)cc1 | -3% | -8% | ? | -23% | -4% | -15% | 10%[10 µM] | -3%
Clc1cccc(Cl)c1Cn1cnc(=NCc2ccco2)c2[nH]cnc21 | -5% | -6% | 1% | 1% | -1% | 2% | 6% | -6%
CN(Cc1cn(C)nc1-c1ccc(Oc2ccccc2)cc1)C1CCOC1 (centres undefined) | 1% | -2% | -3% | 3% | 3% | 2% | 7%[10 µM] | -7%
CN1CCc2c(sc(/N=C/c3cc(C(C)(C)C)ccc3O)c2C#N)C1 | -7% | -3% | ? | ? | 0% | -14% | 0%[10 µM] | -26%
COc1cc2c(cc1NC(=S)NC(=O)/C=C/c1ccco1)oc1ccccc12 | i | -3%[53 µM] | ? | -5% | 1%[53 µM] | -8% | 10%[10 µM] | -6%
CNCc1nc2ccccc2[nH]1 | i | -6% | -7% | 0% | 2% | -3% | 0%[10 µM] | -3%
CC(=O)N1CCN(c2ccc(NC(=O)c3ccccc3Br)cc2Cl)CC1 | i | -3% | -11% | 2% | -1% | 15% | -12%[10 µM] | -2%
CCOC(=O)c1cnc(NCc2ccccc2)nc1C | i | 5% | -5% | -8% | 1% | -5% | -1%[0.074 µM] | .
CN(C)c1ccc(CNC(=O)C2(C)C=CCN2C(=O)c2ccccc2)cc1 (centres undefined) | 5% | 7% | -14% | -11% | 1% | 5% | 18% | .
CCCSc1nc2sc3c(c2c(=O)n1CC)CC(C)(C)OC3 | -8% | 5% | -15% | -12% | -3% | -5% | 16%[10 µM] | 2%
O=C(CSc1cccc[n+]1[O-])Nc1ccc(C(F)(F)F)cc1[N+](=O)[O-] | -13% | 0% | -6% | -3% | -3% | 0% | 19%[10 µM] | 10%
CCOc1ccc(Nc2oc(/C=C/c3ccc(F)cc3)nc2C#N)cc1 | . | 2% | -7% | -11% | -1% | -10% | . | .
Cc1ccc2oc(C(=O)N(Cc3ccccc3F)C3CCS(=O)(=O)C3)c(C)c2c1 (centres undefined) | . | -10% | -15% | -19% | ? | 6% | . | .
Cc1nnc(NC(=O)C2CCCN(S(=O)(=O)c3ccccc3C(F)(F)F)C2)s1 (centres undefined) | -2% | 3% | -9% | -12% | 1% | -6% | -4%[10 µM] | 3%

This is a subset; rates above refer to the full screens.
